From PubChem
APJ antagonist – APJ receptor antagonism; 0.32% of 330,000 active; inhibition, % at 20 µM; CHO-K1 APJ beta-arrestin complementation, luminescence; AID 2521;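 active = inhibition above about 40% at 20 µM, limit read from the data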;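 also: cells challenged with 10 nM apelin-13 agonist together with compound; plate controls were apelin-13 plus DMSO wells for no effect and DMSO wells lacking apelin-13 for full effect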
697 NFkB inh – lowers PMA/ionomycin-induced NF-kB signal in 697 B cells | 697 B-cell NF-kB luciferase reporter, 16 h | inhibition, % at 4 µM | 0.33% of 330,000 active; in the data active = inhibition above about 35%
APJ agonist – agonists of human APJ apelin receptor; activation, % at 20 µM; AID 2520; 0.11% of 330,000 active; P35414; CHO-K1 APJ PathHunter beta-arrestin, luminescence; 0% DMSO wells, 100% apelin;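 active = activation more than six SD over the plate average, tested at 20 µM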;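 also: 0% = DMSO alone and 100% = apelin-13 at 10 nM; some results filed as inactive read as strong as hits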
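Material: CHO-K1 APJ beta-arrestin complementation cell line; Input: cell density 1000 per well; Incubation: compound stimulation 90 min at 25 °C, detection 60 min; Signal: luminescence from split beta-galactosidase complementation, Galacton Star/Emerald II substrate; Controls: DMSO-only wells as negative, 10 nM Apelin-13 as positive control.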
tim23-1 inh – inhibits growth of tim23-1 mutant yeast | S. cerevisiae tim23-1 growth, BacTiter-Glo luminescence, 24 h | inhibition, % at 20 µM | 1.3% of 330,000 active | AID 463212;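 active = growth inhibition of the mutant yeast at or above 50%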;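 also: temperature-sensitive mutant grown at 25 °C; plate controls were DMSO-treated mutant yeast for no effect and medium wells lacking yeast for full effect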
Jurkat NFkB inh – inhibitors of the PMA/ionomycin-induced NF-kB reporter in Jurkat cells. PMA/ionomycin-induced NF-kB luciferase reporter, luminescence. inhibition, % at 4 µM. 0.53% of 330,000 active; in the data active = inhibition above about 50%
Mdm2 MdmX PPI – inhibitors of human Mdm2/MdmX interaction; O15151+Q00987; SaOS-2 split-luciferase Mdm2/MdmX complementation, luminescence; inhibition, % at 8 µM; 3% of 330,000 active; AID 485346;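 active = inhibition of at least 50% at 8 µM in the primary screen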
Target sequence (O15151 whole entry, looked up): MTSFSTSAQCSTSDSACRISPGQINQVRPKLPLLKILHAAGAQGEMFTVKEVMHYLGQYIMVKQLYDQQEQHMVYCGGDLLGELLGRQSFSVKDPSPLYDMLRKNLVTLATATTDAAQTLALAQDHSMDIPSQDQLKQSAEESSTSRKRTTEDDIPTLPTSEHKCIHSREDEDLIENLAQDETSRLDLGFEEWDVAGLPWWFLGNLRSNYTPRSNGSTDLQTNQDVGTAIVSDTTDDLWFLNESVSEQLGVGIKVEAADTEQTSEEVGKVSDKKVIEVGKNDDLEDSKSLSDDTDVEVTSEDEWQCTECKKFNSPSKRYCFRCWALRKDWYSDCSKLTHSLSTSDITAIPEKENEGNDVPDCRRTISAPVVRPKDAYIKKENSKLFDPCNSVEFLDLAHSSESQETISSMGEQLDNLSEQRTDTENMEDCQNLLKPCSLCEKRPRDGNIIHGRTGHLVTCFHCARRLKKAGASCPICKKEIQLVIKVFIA
Target sequence (Q00987 whole entry, looked up): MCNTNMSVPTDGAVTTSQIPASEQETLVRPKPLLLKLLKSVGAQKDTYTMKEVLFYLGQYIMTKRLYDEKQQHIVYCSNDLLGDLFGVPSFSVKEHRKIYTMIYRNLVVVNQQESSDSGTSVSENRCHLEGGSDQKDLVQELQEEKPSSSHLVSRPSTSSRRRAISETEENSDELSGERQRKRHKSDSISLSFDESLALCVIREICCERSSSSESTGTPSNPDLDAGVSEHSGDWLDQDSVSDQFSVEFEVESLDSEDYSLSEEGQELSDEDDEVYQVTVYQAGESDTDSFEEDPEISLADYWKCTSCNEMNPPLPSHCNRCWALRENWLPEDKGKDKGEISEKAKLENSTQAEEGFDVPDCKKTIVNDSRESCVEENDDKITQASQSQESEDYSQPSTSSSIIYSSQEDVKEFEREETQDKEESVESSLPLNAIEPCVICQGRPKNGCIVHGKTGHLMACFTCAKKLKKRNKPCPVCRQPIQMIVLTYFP
UPR CHOP act – apoptotic UPR (CHOP) activation | 0.34% of 330,000 active | activation, % at 10 µM | CHO-CHOP luciferase reporter, luminescence; percent of tunicamycin response over DMSO baseline;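 active = at 10 µM dose, activation of 40% or more, normalized to positive control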;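 also: 100% = tunicamycin at 10 µg/mL and 0% = DMSO alone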
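measured by = luciferase luminescence | assay system = CHO-CHOP cells, stable luciferase reporter of PERK-eIF2a-CHOP signalling | amount = 500 reporter cells seeded per well | timing = 6 h compound exposure at 37 °C after overnight seeding | controls = positive tunicamycin 10 µg/mL, negative DMSO alone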
UPR XBP1 act – adaptive UPR (XBP1) activation; CHO-XBP1 luciferase reporter, IRE1-XBP1 UPR activation, luminescence; percent of tunicamycin response, DMSO as zero; activation, % at 20 µM; 0.33% of 330,000 active; AID 463104;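 active = versus positive control, 20 µM dose yields 30% or more activation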;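 also: 100% = tunicamycin at 10 µg/mL and 0% = DMSO only wells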
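Test system: CHO-XBP1 luciferase reporter cells | Buffer or medium: Serum-containing F12 medium, 10% FBS | Schedule: 6 h compound exposure at 37 °C, 5% CO2 | Detection: Steady-Glo luciferase glow luminescence, 10 min after reagent addition | Read-out basis: Activation, % of tunicamycin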
An asterisk follows results filed as active.

SMILES	APJ antagonist	697 NFkB inh	APJ agonist	tim23-1 inh	Jurkat NFkB inh	Mdm2 MdmX PPI	UPR CHOP act	UPR XBP1 act
O=S(=O)(NCC(Nc1ccc(Cl)cc1)c1ccccc1)c1ccccc1 (stereo not drawn)	-13.0	-3.9	4.7	15.3	8.2	16.7	-1.2	-2.5
Cc1ccc(NC(=O)Cn2nnc3ccccc3c2=O)cc1C	-10.2	12.1	0.4	0.7	-21.8	5.4	3.0	0.4
CC(C)(C)[C@@H]1COC(=O)[C@@H](NC(=O)OCC2c3ccccc3-c3ccccc32)C/C=C\C[C@@H](CC(=O)NCCO)C(=O)N1	4.8	19.6	-1.4	-2.1	0.0	-9.3	1.5	-1.6
Cc1ccc2c(CC(=O)NNC(=O)c3ccccc3O)coc2c1	3.6	-14.4	-2.8	18.1	6.7	44.3	1.9	0.7
Cc1cc(C)n2nc3nc4c(cc3c2n1)CCCC4	9.0	19.1	-0.3	21.2	13.7	-10.5	1.8	2.5
O=C(Cc1cccs1)Nc1nnc(SCc2ccc(F)cc2)s1	3.9	-3.5	-1.2	1.3	8.2	2.2	1.4	0.1
C=C1CCC[C@]2(C)C[C@H]3OC(=O)C(CN(Cc4ccc(OC)c(OC)c4)CC(C)O)[C@H]3CC12 (stereo partly drawn)	11.0	8.0	-3.5	42.1	18.3	67.7*	0.7	-4.2
Cc1cc(=O)oc2cc(OCC(=O)Nc3ccc(CN4CCOCC4)cc3)ccc12	-2.0	13.0	-4.2	3.1	8.0	-1.2	0.3	-2.6
O=C(Nc1ccc(Cl)c(C(F)(F)F)c1)c1ccco1	-24.7	-37.5	-0.2	43.5	-29.2	10.4	3.4	0.4
CCN1CCN(C(=O)CCN2C(=O)COc3ccc(C)cc32)CC1	1.7	9.9	-5.3	-13.4	3.3	4.9	0.2	1.1
COc1ccccc1Nc1ccc2nonc2c1[N+](=O)[O-]	-4.9	7.7	4.3	23.6	1.6	3.5	0.6	-2.5
CCOC(=O)COc1ccc(S(=O)(=O)N2CCN(c3ccccc3F)CC2)cc1	-29.8	-8.6	0.9	44.7	-0.4	0.3	-0.4	-1.9
O=C(c1ccc(Br)o1)N1CC=C(c2ccccc2)CC1	1.1	-9.2	-1.2	-30.6	2.2	8.0	1.1	-0.5
COc1ccc(-n2nc(C(=O)NCC(=O)N3CCN(Cc4ccccc4)CC3)c3ccccc3c2=O)cc1OC	2.5	6.9	1.4	18.1	-13.7	-11.1	1.7	-1.3
NS(=O)(=O)c1ccc(N=Nc2c(=O)[nH]n3c(=O)c4c([nH]c23)CCCC4)cc1	45.3*	-2.8	-8.6	11.0	-12.0	-22.1	-0.1	-4.2
Cc1cccc(N(CC(=O)Nc2ccc(-c3nc4ccc(C)cc4s3)cc2)S(C)(=O)=O)c1	-13.2	-104.7	-0.9	0.6	-96.5	-75.3	6.8	-2.5
COc1ccc(NC(=O)C2C3C=CC(C3)C2C(=O)NCc2ccco2)c(OC)c1 (stereo not drawn)	-13.3	4.1	2.8	4.0	-14.1	-28.4	-0.6	-3.2
COc1cccc(OC)c1-c1nn2c(-c3ccccc3Cl)nnc2s1	7.5	-9.5	-2.0	30.0	13.3	-8.6	2.1	3.8
CCOC(=O)c1ccc(NC(=S)NNC(C)(C)C)cc1	14.2	-25.2	-1.7	1.0	-6.9	-4.1	3.5	-0.1
COc1ccc([C@]2(C(C)C)ON(c3ccccc3C(F)(F)F)C2=O)cc1	11.4	7.3	-2.0	13.8	0.0	82.0*	1.8	-0.9

Filtered by structure: those above containing a tert-butyl group
SMILES	APJ antagonist	697 NFkB inh	APJ agonist	tim23-1 inh	Jurkat NFkB inh	Mdm2 MdmX PPI	UPR CHOP act	UPR XBP1 act
CC(C)(C)[C@@H]1COC(=O)[C@@H](NC(=O)OCC2c3ccccc3-c3ccccc32)C/C=C\C[C@@H](CC(=O)NCCO)C(=O)N1	4.8	19.6	-1.4	-2.1	0.0	-9.3	1.5	-1.6
CCOC(=O)c1ccc(NC(=S)NNC(C)(C)C)cc1	14.2	-25.2	-1.7	1.0	-6.9	-4.1	3.5	-0.1

Further structures follow:
SMILES	APJ antagonist	697 NFkB inh	APJ agonist	tim23-1 inh	Jurkat NFkB inh	Mdm2 MdmX PPI	UPR CHOP act	UPR XBP1 act
Cc1nonc1NC(=O)N1CCCC1	-9.6	-2.5	4.3	13.3	13.9	18.6	-0.7	1.6
Cc1cc(C(=O)Nc2cccc3c2O[C@@H](CN(C)S(C)(=O)=O)[C@H](C)CN([C@@H](C)CO)C3=O)n(C)n1	14.3	-12.6	1.8	16.7	35.7	-39.0	0.7	3.1
CCCc1nc2ccccc2c(=O)n1/N=C/c1ccc(O)c(O)c1	-13.1	-38.8	-1.2	2.8	-11.3	41.6	14.6	40.8*
CCN(C(=O)c1sc(N)c(C#N)c1C)C1CCCCC1	-6.2	1.8	-3.3	0.5	-9.9	12.2	-0.6	-2.2
COC1CCN(Cc2cn(Cc3ccccc3)nc2-c2cc3ccccc3o2)CC1	13.6	9.9	-1.8	26.2	11.1	26.5	-0.1	-0.7
COc1ccc(/C(C)=N\Nc2nc(-c3ccccc3)cc(=O)[nH]2)cc1	-13.9	4.0	-0.4	5.9	-23.0	3.1	-2.0	1.4
Cc1noc(C)c1S(=O)(=O)N(CC(=O)NC1CCCC1)c1ccc(C(C)C)cc1	21.4	-26.7	-0.8	5.1	1.2	13.5	0.2	-6.8
CC(c1ccccc1)n1c(Br)nc2c1c(=O)[nH]c(=O)n2C (stereo not drawn)	-18.3	11.6	-3.0	1.8	-2.4	13.3	1.7	3.1
CC(C)(O)[C@H](O)COc1c2ccoc2cc2oc(=O)ccc12	-76.7	-5.0	2.0	2.1	0.7	-5.7	-0.8	0.4
Cc1cccc(NC(=O)c2cccc(N3C(=O)C4C5C=CC(C6CC56)C4C3=O)c2)c1 (stereo not drawn)	-6.4	-50.5	8.1	31.2	-15.9	-14.0	-0.3	-2.8
CCOC(=O)N1CCN(C(=O)COC(=O)c2cccc(C)c2[N+](=O)[O-])CC1	-5.1	22.4	-4.7	-5.7	-0.9	0.7	1.5	-0.3
Cc1ccc(C(NC(=O)Nc2ccccn2)C(Cl)(Cl)Cl)cc1F (stereo not drawn)	4.7	-35.7	1.7	17.7	-1.1	-5.9	-0.9	-0.7
O=C(/C=C/c1ccc(Cl)cc1Cl)NCCSc1ccccc1	5.8	10.8	-2.7	35.3	-5.3	12.3	0.0	-0.9
COCCCNC(=O)c1cc2c(=O)n3cc(C)ccc3nc2nc1NCC1CCCO1 (stereo not drawn)	13.6	-15.6	1.3	8.8	3.4	-12.9	1.0	-2.7
CCN(CC(=O)NCc1ccccc1Cl)CC(=O)Nc1c(F)cccc1F	-5.0	7.8	-3.7	16.5	-7.0	13.3	-0.2	-2.2
CC(=O)c1c(C)[nH]c(C(=O)COc2ccc(C#N)cc2)c1C	5.1	9.7	-1.2	2.0	6.5	-4.2	0.7	0.4
CCc1ccc(OCC(O)CN2CCN(c3ccc(OC)cc3)CC2)cc1 (stereo not drawn)	3.5	1.1	-2.1	-170.6	11.2	7.0	2.4	-2.0
CCC(=O)NC(=S)Nc1cccc(-c2nc3ncccc3o2)c1	-18.2	17.2	-2.8	12.3	-3.3	0.0	-0.3	-4.3
Cc1noc(N)c1C(=O)Nc1ccc(C(C)(C)C)cc1	4.3	-74.7	2.5	36.9	-101.6	-47.3	5.8	1.6
CC(NC(=O)C1CCC(CNC(=O)[C@@H]2Cc3ccccc3CN2)CC1)c1ccccc1 (stereo partly drawn)	-4.9	-33.0	-1.1	0.5	-17.0	-11.2	0.1	-5.1
C=CCN(C(=O)c1csnn1)C(C(=O)NCc1ccccc1)c1ccccc1F (stereo not drawn)	2.1	18.2	1.3	15.8	3.4	-0.4	-0.5	-1.9
Cc1nc(-c2ccc(NC(=O)c3cccs3)cc2)cs1	4.5	-50.4	4.4	28.6	-123.8	-224.2	-1.5	-2.4
COc1cccc(NC(=O)CN(C)C(=O)c2cc(C)oc2C)c1	0.9	25.7	-4.6	2.9	9.5	-6.7	-0.1	1.2
Cc1ccc(NC(=O)c2cncc(Br)c2)nc1	-11.8	-31.3	3.6	11.5	-41.6	-11.3	5.4	0.2
Cc1ccc(NC(=O)CSCc2nc3c(nnn3Cc3ccc(F)cc3)c(=O)[nH]2)c(C)c1	-12.6	11.9	-4.8	6.3	12.6	-15.4	-0.9	-1.7
CC(C)c1ccc(NC(=S)N2CCN(S(=O)(=O)c3ccccc3)CC2)cc1	-8.0	-5.4	-0.6	27.9	-2.1	24.6	0.8	-6.2
COc1ccc(NC(=S)Nc2ncccc2C)c(OC)c1	17.7	-46.0	-0.8	22.3	-51.8	-29.4	4.7	-1.7
Cc1ccc(S(=O)(=O)c2c(N)n(Cc3ccco3)c3nc4ccccc4nc23)cc1C	8.0	7.3	-4.6	20.8	22.0	0.4	-0.5	-1.0
COC(=O)[C@@]1(Cc2ccc(F)cc2)[C@H]2c3cc(C(=O)N(C)C)n(Cc4nc5ccccc5[nH]4)c3C[C@H]2CN1C(=O)c1ccccc1	-2.4	11.9	13.0	16.7	8.4	-3.3	1.1	-0.7
CC(=O)Oc1ccc(C(=O)O)c(OC(C)=O)c1	-1.8	0.6	-4.3	-11.6	7.3	9.1	1.3	0.1
CC(C)OC(=O)c1ccccc1C(=O)c1ccc(N)c([N+](=O)[O-])c1	6.3	-1.1	-5.2	20.9	6.0	6.9	-1.8	-1.4
COc1ccc(C(=O)Nc2ncccc2C)cc1S(=O)(=O)N1CCCc2ccccc21	22.2	20.9	3.2	3.2	-6.5	7.9	-1.1	-1.6
O=C(NCCSCc1ccccc1)c1ccc(F)cc1	-19.5	-5.0	-4.3	0.2	1.2	7.9	-2.1	-2.8
Cc1ccc2c(=O)[nH]c(Cc3ccccc3C(=O)O)nc2c1	5.4	12.9	-2.0	9.8	10.2	24.2	1.3	2.2
Clc1ccc(OCCCc2nc(-c3cccnc3)no2)c(Cl)c1	-25.2	-3.0	-5.9	12.9	3.1	11.5	-0.1	0.2
CCn1c(SCC(=O)NNC(=O)c2ccc(OC)cc2)nnc1-c1cccnc1	2.3	6.1	-3.1	-3.2	6.1	4.7	1.4	-2.1
Cc1ccc(C)c(NC(=S)N2CCN(S(=O)(=O)c3ccccc3)CC2)c1	-10.4	16.8	-1.1	-2.7	9.2	29.0	1.8	-5.2
CCc1ccc(-n2c(SCc3c(C)noc3C)nnc2-c2ccncc2)cc1	0.6	-1.1	-2.3	27.1	4.9	16.5	-0.4	-1.1
O=C(Nc1ccc(Oc2ccccc2)nc1)C1CCN(Cc2ccccc2)CC1	12.8	6.1	-0.7	-87.6	6.6	22.8	1.3	-4.4
O=C(NCc1ccco1)c1ccc(CS(=O)(=O)Cc2ccc(Cl)cc2)o1	-2.2	2.3	-3.5	9.6	2.8	-38.8	-1.7	-1.7
CC/C(=N\NC(=O)c1ccc(N(C)C)cc1)c1ccccc1	-6.7	-53.9	-1.3	7.4	-15.7	-9.5	7.0	2.3
Cc1c2cnn(CC(=O)N3CCN(c4ncccn4)CC3)c(=O)c2c(C)n1Cc1ccc(F)cc1	3.2	-20.2	-3.0	6.6	2.8	13.9	0.6	0.2
COc1ccc(S(=O)(=O)N2CCc3ccccc32)cc1[N+](=O)[O-]	3.1	-19.7	-1.0	14.2	-3.5	26.2	4.2	-2.0

Record cards, from the list above. Values in the order: APJ antagonist	697 NFkB inh	APJ agonist	tim23-1 inh	Jurkat NFkB inh	Mdm2 MdmX PPI	UPR CHOP act	UPR XBP1 act
Cc1nc(-c2ccc(NC(=O)c3cccs3)cc2)cs1 is listed with 4.5	-50.4	4.4	28.6	-123.8	-224.2	-1.5	-2.4
Cc1ccc2c(=O)[nH]c(Cc3ccccc3C(=O)O)nc2c1 is listed with 5.4	12.9	-2.0	9.8	10.2	24.2	1.3	2.2
